APJ agonist: agonists of human apelin receptor APJ, primary screen, CHO-K1 cells, PathHunter beta-arrestin, luminescence; 330,000 compounds, 0.11% hits; AID 2520, 2010; 0% DMSO wells, 100% apelin; P35414; activation, % at 20 µM;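 active means activation more than six SD over the plate average, tested at 20 µM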;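 further: 0% = DMSO alone and 100% = apelin-13 at 10 nM; some results filed as inactive read as strong as hits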
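Test system: CHO-K1 APJ beta-arrestin complementation cell line. Amount: cell density 1000 per well. Controls: DMSO negative, 10 nM Apelin-13 positive. Signal: luminescent beta-gal fragment complementation, chemiluminescent substrate. Read-out basis: agonist-driven arrestin binding to APJ. Timing: compound stimulation 90 min at 25 °C, detection 60 min.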
tim23-1 inh: growth inhibitors of tim23-1 mutant yeast, primary screen, luminescence, uHTS; S. cerevisiae tim23-1 growth, BacTiter-Glo luminescence, 24 h; inhibition, % at 20 µM; 330,000 compounds, 1.3% hits;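 active means growth inhibition of the mutant yeast at or above 50%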;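 further: temperature-sensitive mutant grown at 25 °C; plate controls were DMSO-treated mutant yeast for no effect and medium wells lacking yeast for full effect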
Mdm2-MdmX inh: inhibitors of human Mdm2-MdmX association, primary screen, cell-based, luminescence, split luciferase, SaOS-2, uHTS | Protein Mdm4 (Homo sapiens) + E3 ubiquitin-protein ligase Mdm2 (Homo sapiens), … | SaOS-2 split-luciferase Mdm2/MdmX complementation | inhibition, % at 8 µM | 330,000 compounds, 3% hits | AID 485346, 2010;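 active means inhibition of at least 50% at 8 µM in the primary screen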
Target sequence (O15151 whole entry, looked up): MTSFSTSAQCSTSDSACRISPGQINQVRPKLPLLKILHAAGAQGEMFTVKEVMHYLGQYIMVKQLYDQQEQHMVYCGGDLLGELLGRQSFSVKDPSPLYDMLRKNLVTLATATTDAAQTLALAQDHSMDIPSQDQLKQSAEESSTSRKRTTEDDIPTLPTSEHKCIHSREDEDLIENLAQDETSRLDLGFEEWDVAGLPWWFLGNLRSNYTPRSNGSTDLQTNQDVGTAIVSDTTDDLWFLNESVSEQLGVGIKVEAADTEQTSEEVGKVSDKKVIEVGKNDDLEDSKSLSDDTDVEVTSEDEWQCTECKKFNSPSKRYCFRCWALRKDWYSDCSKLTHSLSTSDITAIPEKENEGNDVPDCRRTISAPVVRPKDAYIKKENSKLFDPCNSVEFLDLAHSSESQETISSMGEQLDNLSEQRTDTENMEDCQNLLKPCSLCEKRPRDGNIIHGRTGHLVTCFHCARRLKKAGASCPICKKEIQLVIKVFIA
Target sequence (Q00987 whole entry, looked up): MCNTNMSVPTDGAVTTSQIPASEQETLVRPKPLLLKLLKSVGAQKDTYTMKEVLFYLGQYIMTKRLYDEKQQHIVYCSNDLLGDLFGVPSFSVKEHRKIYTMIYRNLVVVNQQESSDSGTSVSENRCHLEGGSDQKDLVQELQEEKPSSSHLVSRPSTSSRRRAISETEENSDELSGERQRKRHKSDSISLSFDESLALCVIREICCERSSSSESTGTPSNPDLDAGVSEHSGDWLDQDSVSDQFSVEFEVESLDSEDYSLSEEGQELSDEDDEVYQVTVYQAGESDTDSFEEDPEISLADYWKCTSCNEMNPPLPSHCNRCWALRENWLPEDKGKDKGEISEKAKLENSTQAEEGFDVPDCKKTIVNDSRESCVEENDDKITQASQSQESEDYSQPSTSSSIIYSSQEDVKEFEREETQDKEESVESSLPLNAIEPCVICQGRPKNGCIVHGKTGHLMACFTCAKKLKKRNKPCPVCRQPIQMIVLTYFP
CXCR6 inh: CXCR6 receptor inhibitors, primary screen, cell-based, beta-arrestin, luminescence, CHO-K1 PathHunter, 1536-well | inhibition, % at 20 µM | C-X-C chemokine receptor type 6 (Homo sapiens), O00574 | 360,000 compounds, 0.36% hits; in the data active means inhibition above about 34%, passing the limit was not always enough;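 further: antagonist mode with CXCL16 agonist at 10 nM final; 0% = 10 nM CXCL16 with DMSO and 100% = unstimulated wells without agonist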
UPR CHOP act: activators of apoptotic CHOP UPR arm, primary screen, cell-based, CHO-CHOP luciferase reporter, luminescence, uHTS. UPR activation; percent of tunicamycin response over DMSO baseline. 330,000 compounds, 0.34% hits. activation, % at 10 µM;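 active means at 10 µM dose, activation of 40% or more, normalized to positive control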;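 further: 100% = tunicamycin at 10 µg/mL and 0% = DMSO alone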
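Test system: CHO-CHOP cells, stable luciferase reporter of PERK-eIF2a-CHOP signalling | Quantity: 500 CHO-CHOP cells per well | Buffer or medium: F12 plus 10% serum | Compound dosing: 10 µM single point, 0.5% DMSO | Schedule: 6 h compound treatment, 37 °C | Signal: Luciferase luminescence | Control set: Tunicamycin high control, DMSO low control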
tim10-1 inh: growth inhibitors of tim10-1 mutant yeast, primary screen, luminescence, uHTS. S. cerevisiae tim10-1 ts strain growth, BacTiter-Glo, 24 h. inhibition, % at 20 µM. 330,000 compounds, 2.2% hits;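 active means inhibition of at least 40%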;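 further: mutant grown at 25 °C; 0% = DMSO wells with yeast and 100% = wells holding no yeast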
APJ antag: antagonists of human apelin receptor APJ, primary screen, CHO-K1 cells, beta-arrestin complementation, luminescence | P35414 | inhibition, % at 20 µM | 330,000 compounds, 0.32% hits | AID 2521, 2010;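 active means inhibition above about 40% at 20 µM, limit read from the data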;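 further: cells challenged with 10 nM apelin-13 agonist together with compound; plate controls were apelin-13 plus DMSO wells for no effect and DMSO wells lacking apelin-13 for full effect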
XBP1 UPR activ: activators of adaptive XBP1 UPR arm, primary screen, cell-based, CHO-XBP1 luciferase reporter, luminescence, uHTS; activation, % at 20 µM; IRE1-XBP1 UPR activation; percent of tunicamycin response, DMSO as zero; AID 463104, 2010; 330,000 compounds, 0.33% hits;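 active means versus positive control, 20 µM dose yields 30% or more activation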;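 further: 100% = tunicamycin at 10 µg/mL and 0% = DMSO only wells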
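Test system: CHO-XBP1 luciferase reporter cells | Buffer or medium: Serum-containing F12 medium, 10% FBS | Schedule: 6 h compound exposure at 37 °C, 5% CO2 | Detection: Steady-Glo luciferase glow luminescence, 10 min after reagent addition | Read-out basis: Activation, % of tunicamycin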
TIM10 inh: growth inhibitors of isogenic TIM10 control yeast, primary screen, counter-screen for tim10-1 yeast inhibitor project, luminescence, uHTS | 330,000 compounds, 1.4% hits | inhibition, % at 10 µM | S. cerevisiae TIM10 strain growth, BacTiter-Glo luminescence, 24 h | AID 463195, 2010;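 active means inhibition of 40% or more at the single tested concentration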;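 further: wild-type TIM10 isogenic control strain grown at permissive 25 °C; 0% = DMSO yeast wells and 100% = minimal medium wells without yeast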
* = called active by the depositor; x = not tested or not shown. Some of the compounds tested; rates above refer to the full screens.

SMILES | APJ agonist | tim23-1 inh | Mdm2-MdmX inh | CXCR6 inh | UPR CHOP act | tim10-1 inh | APJ antag | XBP1 UPR activ | TIM10 inh
COCCNC(=S)N/N=C(\C)CCc1ccc2c(c1)OCO2 | -2.5 | 19.8 | 16.6 | -4.8 | -3.0 | -9.2 | 8.3 | 5.6 | 12.5
C=CCn1c(-c2ccoc2C)n[nH]c1=S | -3.7 | 1.9 | 28.0 | -10.3 | -1.7 | 0.7 | -0.9 | 0.1 | -0.2
COc1ccc(NC2=C(NCCO)C(=O)c3ccccc3C2=O)cc1 | 0.7 | 19.9 | -8.8 | 11.1 | 0.4 | 30.5 | -4.8 | 2.7 | 13.9
CCOC(=O)c1cnc2ccc(Cl)cc2c1Nc1ccc(S(=O)(=O)Nc2ncccn2)cc1 | -1.9 | -6.5 | 9.6 | 7.8 | 1.3 | -0.1 | 14.4 | -3.4 | 6.8
C=CCN1C(=O)/C(=C\c2ccc(OC(=O)c3ccco3)c(OC)c2)SC1=S | -5.7 | 1.7 | 5.8 | 27.6 | -1.7 | 21.2 | 38.2 | 3.5 | 21.0
COC(=O)c1ccc(NC(=O)c2cccc(Cl)c2)o1 | -0.5 | 11.2 | 18.4 | -19.5 | 3.6 | 0.6 | 13.0 | 4.5 | -1.4
Cc1cc(C)c(-c2cc(C)nc3ncnn23)c(C)c1 | -2.1 | -10.7 | -9.0 | 0.9 | 0.8 | 10.3 | 13.1 | 0.0 | 9.1
CN(Cc1ccccc1)C(=O)CN1C(=O)C2C3C=CC(C3)C2C1=O (stereo not drawn) | -3.9 | 8.7 | -4.8 | 1.7 | -0.4 | 5.4 | -0.9 | -0.3 | 3.4
Cc1c(C(=O)NCCN2CCOCC2)oc2ccc(S(=O)(=O)N3CCCCCC3)cc12 | -0.9 | -30.2 | 4.1 | -8.8 | -2.1 | 22.6 | -4.1 | -2.8 | 2.8
Cc1ccc2nc(-c3ccncc3)c(NC3CCCC3)n2c1 | -2.2 | 24.6 | 41.4 | 5.7 | -1.1 | 7.7 | 20.6 | 1.3 | -1.9
CCOC(=O)CN1C(=O)S/C(=C/c2cc(C)n(C)c2C)C1=O | 2.6 | 28.3 | -14.2 | 3.8 | 2.7 | 20.0 | 13.7 | 4.6 | 13.2
Cc1ccc(-n2c(SCC(=O)Nc3cc(C)on3)nc3c(c2=O)SC(C)C3)cc1 (stereo not drawn) | -3.0 | 2.4 | 26.5 | 6.6 | 2.1 | 7.1 | 15.7 | -0.6 | 9.7
CCOC(=O)/C(C#N)=C/c1c(N2CCN(c3ccc(OC)cc3)CC2)nc2c(C)cccn2c1=O | -3.8 | 29.0 | 14.3 | 6.8 | 2.3 | 12.6 | 26.1 | 1.1 | 21.2
COCCCNc1nc2ccccc2nc1NS(=O)(=O)c1ccc(F)cc1 | -1.5 | 21.6 | 5.3 | 1.5 | 1.6 | 23.4 | 8.8 | -2.7 | 12.4
CCC/C(C)=N/NC(=O)c1ccccc1O | 4.9 | 0.8 | 14.4 | -3.3 | 4.9 | 4.5 | 1.0 | 1.1 | 4.3
O=c1c(Cl)c(N2CCC3(CC2)OCCO3)cnn1C12CC3CC(CC(C3)C1)C2 | -2.0 | 10.7 | 10.5 | 4.3 | 0.9 | 10.3 | 4.9 | 1.1 | 12.0
CN(C)CCCNC(=O)C[C@H]1C[C@H](C(=O)N2CCOCC2)[C@@]2(C)c3[nH]c4cc(CCC(=O)N(C)C)ccc4c3CCN2C1=O | x | 26.8 | -27.3 | 1.5 | 0.6 | 17.0 | x | 0.6 | -3.9
CCOC(=O)c1cc2c(N)c(C(=O)c3ccc(Br)cc3)sc2[nH]c1=O | -3.9 | 31.7 | 29.5 | 2.5 | 0.3 | 16.1 | -1.3 | -4.5 | 18.3
CC(NC(=O)C12CC3CC(CC(C3)C1)C2)C(=O)NN=Cc1ccc([N+](=O)[O-])o1 (stereo not drawn) | 1.2 | 27.2 | 39.8 | -12.3 | 197.3* | 24.5 | -16.2 | 4.8 | 16.7
NC(N)=NCCCc1cn(CC(=O)N2CCNCC2)nn1 | -1.3 | -18.9 | 24.6 | -8.6 | 0.5 | -25.2 | -8.2 | 1.9 | -12.4
CCOc1ccc(CNC(=O)Cn2c(=O)c3cccn3c3ccccc32)cc1 | -2.0 | 10.0 | 55.3* | 0.8 | 1.3 | 20.4 | -6.3 | 2.1 | 2.5
Cc1ccc(Cl)cc1N1CCN(C(=O)c2ccc3c(c2)CCN3S(C)(=O)=O)CC1 | 5.6 | 25.3 | 26.5 | 4.8 | -1.8 | 2.6 | -10.8 | -7.3 | 14.2
Cc1ccc(CNC(=O)CCS(=O)(=O)c2cccc3nsnc23)cc1 | -0.5 | -2.2 | 2.7 | -10.0 | -1.6 | 1.9 | 8.4 | -0.6 | 2.1
CCOCCCNCC(=O)Nc1ccc(S(=O)(=O)NC(C)CC)cc1 (stereo not drawn) | -1.0 | 9.7 | 12.4 | 3.4 | -0.2 | 7.1 | 13.9 | -3.1 | 0.9
O=C(NCC1CCN(Cc2cccc(Cl)c2)CC1)Nc1ccc(Cl)cc1 | -1.0 | 13.2 | 20.0 | -1.7 | 5.5 | -17.4 | 5.7 | -0.8 | 13.4
COC(=O)Cc1csc(NC(=O)CSc2nnc3ccccn23)n1 | -3.0 | -2.0 | -20.0 | -6.7 | -0.7 | 10.3 | -2.9 | 4.0 | 5.4
Cc1cc(C(F)(F)F)cc(NNC(=O)NC(=O)c2ccccc2Cl)n1 | -1.8 | 25.3 | 0.5 | 3.1 | 0.1 | 12.6 | 7.4 | -1.5 | 8.3
CC(C)c1ccc(NC(=O)C(c2ccccc2)N(C)C(=O)c2cnccn2)cc1 (stereo not drawn) | -3.2 | 13.2 | 1.5 | -7.1 | 2.0 | 27.4 | -1.5 | -1.2 | 16.1
N#Cc1ccc[n+](CC(=O)c2ccc(NC(=O)c3ccccc3)cc2)c1 | -5.6 | 3.3 | -12.2 | 22.8 | 1.4 | 7.1 | -4.7 | 0.9 | -17.1
O=C(NCCc1nnc2ccc(NCCCN3CCOCC3)nn12)c1ccccc1 | 0.5 | -10.4 | 11.5 | 2.6 | -0.3 | -0.7 | 7.3 | -1.3 | 5.6
O=C(c1ccccc1)c1ccc(C(=O)N2CCN(c3ccccc3Cl)CC2)cc1 | -3.2 | 22.5 | 1.5 | -1.2 | -0.2 | 2.2 | 1.3 | -2.7 | -2.5
CCOC(=O)c1c(C)c(-c2ccccc2)n(CC(=O)NCCC(C)C)c1C | -0.6 | 8.0 | 21.6 | -0.8 | -3.1 | 7.8 | 13.9 | -0.6 | -18.1
Cc1nc2ncnn2c(C)c1CCC(=O)N1CCN(c2ccccn2)CC1 | -2.5 | 2.7 | 5.0 | -3.7 | 0.6 | 10.9 | 2.8 | 1.1 | -14.1
O=C(Nc1ccc(CN2CCOCC2)cc1)c1ccc(-c2ccc(Cl)cc2Cl)o1 | 0.1 | 33.9 | 34.1 | -14.0 | -0.6 | -0.8 | -5.9 | 3.2 | -1.0
O=C(OCC(=O)N1CCCC1)c1cc(=O)c2ccccc2o1 | -1.9 | 4.3 | 1.9 | 5.3 | 2.4 | -0.1 | -8.5 | -1.1 | 5.8
COC(=O)c1ccc(OC)c(CSc2nnc(COc3ccc(OC)cc3)o2)c1 | -0.9 | 5.1 | -3.6 | 4.0 | -2.1 | 33.4 | 3.4 | -3.0 | -15.0
COc1cc(C(=O)NCc2cc(C)nc3ccccc23)cc(OC)c1OC | -0.5 | 9.5 | 9.0 | -6.6 | -0.6 | 14.6 | -10.9 | -4.2 | -5.4
Cc1ccc2[nH]c(=O)c(CN(CC3CCCO3)S(=O)(=O)c3c(C)ccc4nsnc34)cc2c1 (stereo not drawn) | -1.0 | 25.8 | 22.5 | -6.3 | 0.2 | 19.3 | 4.4 | 4.1 | 28.3
Cc1ccc(NC(=O)C(=O)Nc2ccc(C)cn2)nc1 | -0.5 | 4.7 | -14.1 | -4.9 | 3.8 | -13.0 | 8.1 | 1.0 | 9.0
CC(=O)c1cccc(Nc2ccc(-c3ccccc3F)nn2)c1 | 0.0 | -0.6 | -107.2 | -3.6 | 6.2 | 0.2 | -5.4 | 3.5 | -4.2
CCOc1ccc(S(=O)(=O)N2CCC(C(=O)NCc3cccnc3)CC2)cc1 | 7.6 | 7.9 | 0.5 | -0.1 | 13.0 | -2.2 | 16.0 | -1.3 | 10.2
Cc1ccccc1N1CCN(CCCN2C(=O)C3CCCCN3C2=O)CC1 (stereo not drawn) | -0.4 | 5.2 | -7.5 | -9.7 | 2.1 | 0.0 | -18.1 | -3.1 | 5.7
CC(C(=O)c1ccc(-c2ccccc2)cc1)[n+]1cccc(NC(=O)c2ccccc2)c1 (stereo not drawn) | -0.2 | -84.8 | 2.5 | 7.6 | 0.7 | -43.6 | 1.1 | 0.2 | -34.4
CC/C(=N\OC(=O)c1ccc(OC(C)C)cc1)c1ccc(C)cc1 | 2.8 | 17.0 | 30.9 | -5.1 | 0.1 | 30.8 | -10.0 | 0.5 | 28.0
COC(=O)[C@]1(C)N[C@H](CN(C)C(=O)c2ccc(F)cc2)[C@@H]2C(=O)N(Cc3ccccc3)C(=O)[C@@H]21 | -3.9 | -12.1 | 11.5 | 10.5 | -0.1 | -7.6 | 0.1 | -0.7 | 3.6
CCOC(=O)C1CCN(C(=O)CCNC(=O)c2ccccc2OC)CC1 | 1.4 | -14.6 | 15.6 | 2.9 | 1.0 | -12.3 | 11.9 | -1.4 | -5.4
CC1CCCN(CC(O)COc2ccc(-c3ccccc3)cc2)C1 (stereo not drawn) | -1.5 | -101.1 | 30.0 | -2.9 | 1.7 | -25.2 | 18.9 | 1.0 | 0.7
O=C(O)C(Sc1ccncn1)c1ccccc1 (stereo not drawn) | 0.0 | 15.2 | -4.8 | 7.5 | 0.6 | -5.2 | -10.5 | -1.8 | 3.5

High-throughput results: PubChem BioAssay, Sanford-Burnham Center for Chemical Genomics
